HTR5A ag – HTR5A agonism, opioid heterodimer counter-screen | activation, % at 9.3 µM | HTR5A agonist assay, luminescence, cell-based | P47898 | actives 0.61% (n = 340,000); in the data active means activation mostly above about 9.5%, no sharp cut-off; inactive means mostly below about 7.6%;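 further: 0% = cells with vehicle only and 100% = reference agonist; strong numbers were not always called active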
Target sequence (P47898 whole entry, looked up): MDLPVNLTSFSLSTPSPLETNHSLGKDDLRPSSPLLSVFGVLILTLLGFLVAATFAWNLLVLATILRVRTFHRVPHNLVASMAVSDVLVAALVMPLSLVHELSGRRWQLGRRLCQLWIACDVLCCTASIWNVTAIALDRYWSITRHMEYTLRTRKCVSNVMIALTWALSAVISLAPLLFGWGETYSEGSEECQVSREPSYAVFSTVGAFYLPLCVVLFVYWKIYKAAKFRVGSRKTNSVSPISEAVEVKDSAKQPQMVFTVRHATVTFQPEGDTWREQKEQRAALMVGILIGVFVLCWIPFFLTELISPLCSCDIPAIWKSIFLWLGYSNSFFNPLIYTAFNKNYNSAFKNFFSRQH
PKA-R1A activ – activators of PKA-R1A complex. P00514+P68181. activation, % at 11.4 µM. actives 0.083% (n = 340,000). PKA-R1A dissociation, Cy5-IP20 fluorescence polarization; scaled: DMSO 0%, 113 µM cGMP 100%;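 active means percent activation above the mean of all tested compounds plus 3 SD, cut at about 19% in these data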;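 further: higher means more PKAc released from R1A so a rise in polarization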
OPRM1-OPRD1 inv – mu-delta opioid heterodimer inverse agonism; cell-based MOR-DOR heterodimer luminescence; inhibition, % at 9.3 µM; actives 0.21% (n = 340,000); AID 504357; in the data active means inhibition above about 22%, passing the limit was not always enough;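 further: 0% = cells with DMSO and 100% = wells without cells with DMSO; values of inactives mirror those of a sister screen read the other way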
PKA-R2B act – activators of human PKA-R2B complex; actives 0.079% (n = 340,000); activation, % at 11.4 µM; P22694+P31323; PKA-R2B holoenzyme dissociation, Cy5-IP20 fluorescence polarization; R2B truncated from residue 108, S112A mutant; 0% DMSO only, 100% 113 µM cGMP;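 active means activation above a cutoff set at the mean over all compounds plus 3 SD, cut at about 18% in these data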;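 further: higher means more holoenzyme dissociation and a rise in polarization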
OPRM1-OPRD1 ag – OPRM1-OPRD1 heterodimerization agonism. cells, luminescence. activation, % at 9.3 µM. AID 504326. actives 0.3% (n = 340,000). P35372+P41143; in the data active means activation above about 18%;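 further: 0% = vehicle-treated cells and 100% = reference agonist; values of inactives mirror those of a sister screen read the other way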
HTR5A inv ctr – counter-screen for OPRM1-OPRD1 inverse agonists: human HTR5A inverse agonism | actives 0.083% (n = 340,000) | P47898 | inhibition, % at 9.3 µM | HTR5A cell line, luminescence | AID 504634; in the data active means inhibition mostly above about 23%, no sharp cut-off; inactive means mostly below about 18%;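 further: 0% = cells with DMSO and 100% = no-cell wells with DMSO; some compounds called inactive have numbers as strong as hits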
DAGLB inh – blocks human DAGLB lipase activity; HEK293T DAGLB membrane lysate, EnzChek fluorogenic substrate; inhibition, % at 5.17 µM; actives 0.059% (n = 340,000); in the data active means inhibition above about 34%;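 further: 0% = enzyme with vehicle and 100% = wells lacking enzyme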
Target sequence (Q8NCG7 whole entry, looked up): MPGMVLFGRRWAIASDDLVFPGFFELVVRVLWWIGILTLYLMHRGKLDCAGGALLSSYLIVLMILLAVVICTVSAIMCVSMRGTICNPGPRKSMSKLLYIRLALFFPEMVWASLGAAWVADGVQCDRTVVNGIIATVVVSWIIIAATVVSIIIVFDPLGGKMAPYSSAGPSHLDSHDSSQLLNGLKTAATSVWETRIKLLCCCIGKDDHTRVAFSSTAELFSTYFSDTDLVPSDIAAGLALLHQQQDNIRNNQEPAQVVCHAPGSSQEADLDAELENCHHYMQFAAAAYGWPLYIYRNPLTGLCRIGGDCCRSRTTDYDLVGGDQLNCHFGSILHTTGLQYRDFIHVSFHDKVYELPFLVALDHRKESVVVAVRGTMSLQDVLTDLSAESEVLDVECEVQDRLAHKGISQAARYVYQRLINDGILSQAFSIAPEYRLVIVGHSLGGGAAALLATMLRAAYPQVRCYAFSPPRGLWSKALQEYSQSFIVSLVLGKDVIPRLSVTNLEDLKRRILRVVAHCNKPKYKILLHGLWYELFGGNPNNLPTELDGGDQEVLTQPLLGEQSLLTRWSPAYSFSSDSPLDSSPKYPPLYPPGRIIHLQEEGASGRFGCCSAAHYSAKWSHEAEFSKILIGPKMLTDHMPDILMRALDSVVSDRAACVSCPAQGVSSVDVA
V-ATPase pHluor – alters yeast V-ATPase proton transport; S. cerevisiae, pHLuorin cytosolic pH fluorescence; response, % at 10 µM; actives 0.37% (n = 350,000); in the data active means response mostly above about 7.3%, no sharp cut-off; inactive means mostly below about 5.4%; further: actives read high; inactives centre near 0; some compounds called inactive have numbers as strong as hits; reference of the scale not given here
Pemphigus Ab inh – blocks pemphigus antibody binding to human desmoglein-3; P32926; DSG3-coupled beads, scFv-anti-DSG3-GFP binding, flow cytometry; hits give low values; binding (percent of control), % at 10 µM; actives 0.48% (n = 310,000); AID 588358;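 active means binding more than 3 SD below its plate's average and above zero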;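 further: hits lower antibody fragment binding to DSG3; some compounds called inactive have numbers as strong as hits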
Arr AP2 block – blocks beta-arrestin peptide binding to AP2 adaptin | inhibition, % at 10 µM | FITC-arrestin peptide / GST-AP2 beads, flow cytometry; AP2 beta2 appendage carries R879A mutation | actives 0.31% (n = 340,000) | AID 504490;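 active means inhibition above a set limit, near 3 SD of compounds lacking own fluorescence, cut at about 54% in these data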;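 further: plate controls were DMSO wells for no effect and 5 µM unlabelled arrestin peptide for full effect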
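test system = AP2 appendage R879A on GSH beads | buffer or medium = PBS plus Tween 20 (0.05%) and BSA (0.1%) | incubation = 12 min plus 1 h, RT | detection = bead flow cytometry, FITC channel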
An asterisk follows results filed as active; x = not tested or not shown.

molecule,HTR5A ag,PKA-R1A activ,OPRM1-OPRD1 inv,PKA-R2B act,OPRM1-OPRD1 ag,HTR5A inv ctr,DAGLB inh,V-ATPase pHluor,Pemphigus Ab inh,Arr AP2 block
CCc1nc2c(C#N)c(-c3ccc(Cl)cc3)ccn2n1,-2.7,1.9,2.1,-4.9,-0.3,-13.9,-1.3,0.2,83.0,0.9
CCN1CCCC1CNC(=O)c1ccc(N2CCOCC2)c(NS(=O)(=O)c2ccc(OC)cc2)c1 (configuration not stated),3.2,-2.3,3.8,-2.1,-0.7,-7.1,0.0,0.2,102.0,-6.7
COc1ccc(CN=C2NC(=O)CC(C(=O)Nc3cc(C)cc(C)c3)S2)cc1 (configuration not stated),0.5,-12.4,10.1,-18.1,-1.9,-7.6,-2.6,-0.5,129.0,22.1
COC(=O)c1ccccc1NC(=O)C1=CC(c2cccs2)=NS(=O)(=O)N1C,11.4,8.6,4.0,-2.0,-0.7,-34.7,-1.7,0.2,102.3,9.5
CCn1c(SCC(=O)NNC(=O)c2ccco2)nnc1-c1ccco1,1.8,-2.3,5.9,1.6,-1.1,-4.8,1.8,-0.8,111.6,36.9
CS(=O)(=O)N1CCC(NC(=O)Cc2ccccc2)CC1,1.4,-4.4,3.4,-13.1,-0.6,-10.0,-0.6,-3.0,100.0,17.6
Cc1c(Cl)c(C(=O)N2CCCCCC2)nn1C,-0.7,-1.9,7.1,4.8,-1.4,-23.2,1.7,-1.2,100.8,4.0
COc1cc(C)ccc1OCc1cc(C(=O)NCCN2CCOCC2)no1,4.7,-7.4,11.3,7.2,-2.2,9.8,2.1,-0.4,101.2,3.5
COc1ccc(S(=O)(=O)Nc2ccc(O)c(Sc3nc4ccccc4s3)c2)cc1,2.6,-8.4,8.2,5.2,-1.6,4.6,0.7,0.4,x,14.3
CCC(C)[C@H]1CNCCN1CCc1cccc(F)c1 (some centres not stated),0.5,-14.0,1.4,2.5,-0.2,-7.7,-3.5,-1.0,94.7,12.8
Cc1ccccc1SCC(=O)N/N=C/c1ccc(F)cc1,5.4,-8.7,-30.9,-2.3,6.9,-20.4,-0.8,-2.1,95.1,-1.8
CC(=O)Nc1ccc(/C=N/Nc2nc3ccccc3[nH]2)cc1,-4.9,-11.9,1.6,-2.3,-0.3,-18.9,2.1,-2.4,91.6,-3.2
C=CCn1c(=O)c2ccccc2n2c(SCC(=O)c3ccccc3)nnc12,-3.4,0.8,8.2,-16.1,-1.4,-21.9,-3.0,3.7,96.4,0.3
O=C(CSc1nncn1-c1cccnc1)N(c1ccccc1)c1ccccc1,0.5,-2.8,15.7,-5.9,-3.3,-6.2,-0.4,0.0,101.0,24.1
CCCn1c(=O)c2c(nc3n2CCCN3CCc2ccccc2)n(C)c1=O,3.7,-4.3,0.7,-10.8,-0.2,-13.4,-11.3,-2.5,108.1,12.8
COc1ccc(-c2cn3c4c(sc3n2)CCCC4)cc1,-1.8,-13.0,14.4,10.2,-3.3,4.9,-6.5,-0.6,92.0,8.0
COCCN(C(=O)c1cc2c(s1)CCCCC2)c1c(N)n(Cc2ccccc2)c(=O)[nH]c1=O,-5.8,-7.7,17.6,-12.1,-3.4,14.1,2.0,0.9,101.5,-9.7
COCCNC(=O)c1ccc(CS(=O)(=O)c2ccc(Cl)cc2)o1,-4.8,8.8,9.9,2.9,-1.7,-13.6,-2.0,0.0,102.0,-1.0
CCOC(=O)c1c(C)oc2c(CC(=O)c3ccccc3)c(Cl)c(O)c(O)c12,1.9,-5.8,-1.1,-5.5,0.2,9.8,5.4,-7.2,143.6,12.8
CN(C)c1c(-c2ccccc2)cc(-c2ccccc2)[nH]c1=O,-1.8,7.4,17.4,-0.1,-3.1,7.2,-2.5,-2.5,93.3,12.3
O=C(CCc1nnc(CCCc2ccccc2)o1)N1CCCCCC1,0.6,-9.4,9.8,-1.1,-1.8,15.6,-6.2,-2.1,98.8,-29.0
COc1cc(/C=C/C(=O)OCC(=O)Nc2ccccc2Sc2ccc(Cl)cc2)ccc1O,0.5,-13.1,-9.9,-16.5,1.6,20.9,-1.1,2.1,98.4,-6.1
CC(C)n1c(NCCc2ccccc2)nc2c1c(=O)n(C)c(=O)n2C,3.0,-7.5,-6.1,4.1,1.1,9.9,6.2,-7.0,81.1,-3.5
COc1ccc(NC(=O)c2cc(S(=O)(=O)N3CCCCC3)ccc2N2CCCCC2)cn1,-3.5,-9.6,1.5,6.5,-0.3,-4.3,-3.8,0.2,91.4,-1.2
Cc1oc(-c2ccccc2F)nc1CS(=O)CC(=O)NCc1ccc(Cl)cc1 (configuration not stated),-4.0,14.7,12.7,-5.4,-2.5,-2.5,0.5,1.8,-11.9*,-2.0
CCc1cccc(C)c1NC(=O)C1C2CCC(O2)C1C(=O)O (configuration not stated),10.4,3.4,0.8,-0.8,-0.1,-36.7,0.5,0.1,104.1,-0.7
COc1ccc(C(=O)NCC(=O)OCc2ccccc2F)cc1,4.7,5.5,0.0,-14.5,0.0,-13.3,0.0,-0.1,105.7,1.3
c1ccc(N=NN2CCOCC2)cc1,x,-2.1,x,10.5,x,x,-2.1,1.9,98.9,x
CC(=O)C1C(c2ccc(C)cc2)c2c(n[nH]c2C)CC1(C)O (configuration not stated),3.8,-11.9,8.8,0.1,-1.7,-22.0,-0.3,3.2,99.7,9.4
O=C(O)CCN1C(=O)/C(=C\c2ccc(-c3nc4ccccc4s3)o2)SC1=S,3.4,-7.0,7.1,-8.1,-1.7,14.6,2.2,-2.4,96.4,22.7

Brought forward from above: 2 entries, then new ones.
molecule,HTR5A ag,PKA-R1A activ,OPRM1-OPRD1 inv,PKA-R2B act,OPRM1-OPRD1 ag,HTR5A inv ctr,DAGLB inh,V-ATPase pHluor,Pemphigus Ab inh,Arr AP2 block
CC(=O)C1C(c2ccc(C)cc2)c2c(n[nH]c2C)CC1(C)O (configuration not stated),3.8,-11.9,8.8,0.1,-1.7,-22.0,-0.3,3.2,99.7,9.4
O=C(O)CCN1C(=O)/C(=C\c2ccc(-c3nc4ccccc4s3)o2)SC1=S,3.4,-7.0,7.1,-8.1,-1.7,14.6,2.2,-2.4,96.4,22.7
O=C(O)COc1ccccc1/C=N/NC(=O)CSc1nnc(SCc2ccc(Cl)cc2)s1,6.9,-14.2,5.1,-0.1,-1.0,-6.8,-2.0,-1.7,152.7,-17.6
CCCCn1c(N)c(N(CCOC)C(=O)c2ccc(Br)s2)c(=O)[nH]c1=O,-0.2,-1.9,22.8,-4.7,-4.7,11.2,1.4,-0.4,97.5,2.5
COc1ccc(C(C)C)cc1S(=O)(=O)NCc1ccccn1,0.3,-6.9,12.3,-5.3,-2.4,7.9,0.6,-0.1,99.6,4.7
Cc1csc(NC(=O)CSc2nccn2C)n1,-0.5,-1.7,11.4,7.7,-2.1,-21.8,3.1,-1.6,103.9,7.5
CCOC(=O)CSc1nnc(CNC(=O)c2cccs2)n1Cc1ccccc1,-4.2,-3.8,3.7,-3.4,-0.7,4.3,1.9,-0.4,100.5,0.5
O=C(C[C@H]1C[C@H](C(=O)N2CCOCC2)[C@@]2(CCC3CCCC3)c3[nH]c4cc(-c5ccco5)ccc4c3CCN2C1=O)NCC12CC3CC(CC(C3)C1)C2,2.1,0.8,9.2,-9.4,-1.8,-7.6,2.3,-1.6,103.7,-1.4
CCOc1ccc(C2C(C(=O)c3cccs3)=C(O)C(=O)N2Cc2cccnc2)cc1OC (configuration not stated),-2.7,-2.5,9.9,3.2,-2.1,7.4,0.0,-3.6,95.5,0.5
CC(=O)NC(=S)Nc1sc2c(c1C#N)CCCCC2,-5.0,3.2,-13.2,-2.9,2.2,13.3,-6.8,2.9,101.8,0.4
CC(C)(C)C(=O)NCCc1nc2ccccc2n1CC(=O)c1ccc(Cl)cc1,3.4,0.9,-2.2,-8.0,0.4,2.4,0.4,0.2,84.5,-6.0
Cc1ccc(C(C)C)c(OCc2n[nH]c(=S)o2)c1,2.4,-11.7,4.2,-2.2,-0.6,-6.5,10.2,1.7,92.5,-12.8
O=C(N/N=C/c1ccncc1)C1CC1(c1ccccc1)c1ccccc1 (configuration not stated),5.0,-11.8,3.1,-4.9,-0.6,-0.8,-5.6,-0.1,115.9,7.8
Cc1ccc(NC(=O)CCC(=O)NNS(=O)(=O)c2ccccc2)c(C)c1,7.3,-3.3,1.2,3.6,-0.3,-21.1,-5.8,-1.6,102.5,11.5
COc1cc(/C=C/c2ccc3cccc(O)c3n2)c(Br)cc1O,9.3,0.2,1.5,-5.8,-0.3,-33.8,3.2,4.6,92.3,4.2
Cc1ccc([N+](=O)[O-])cc1N=C(c1cccc(Br)c1)N1CCOCC1,-8.9,-7.2,6.9,-4.8,-1.1,5.2,-0.1,-4.0,82.0,-2.5
COc1ccccc1CNS(=O)(=O)c1c(C)[nH]c(C)c1C(=O)N1CCCCC1,1.2,-2.4,23.4,-0.4,-4.5,-4.5,-1.6,-3.5,101.3,35.8
Cc1[nH]c2c(C)cccc2c1CC(=O)O,-1.2,-11.9,17.6,-10.3,-3.3,3.2,2.1,-0.3,107.8,0.2
C=CCNC(=O)COc1ccc(S(=O)(=O)Nc2ccc(OCC)cc2)cc1,2.7,5.8,-1.1,-0.4,0.2,-9.1,1.0,-1.7,104.3,1.2
CCOC(=O)c1nn(-c2ccccc2C)c(=O)c(C#N)c1C,-0.9,-0.2,1.4,-10.4,-0.3,3.4,-1.5,-6.2,110.6,26.5
CCOC(=O)C(=NC(C)CC)NNc1ccc(Br)cc1 (configuration not stated),4.3,-2.5,-29.0,-1.7,5.8,21.5,-1.9,0.6,82.7,3.5
COc1ccc(NC(=O)C(C)Sc2nnc(C3CC3)n2C2CC2)cc1 (configuration not stated),-3.0,8.6,8.6,-0.2,-2.2,-11.5,0.0,0.3,92.1,-6.0
CC(C(=O)Nc1cccnc1)N1C(=O)C2C3C=CC(C3)C2C1=O (configuration not stated),5.2,-1.7,16.7,-10.5,-2.8,-13.6,-0.1,0.9,x,-13.4
O=c1c(F)cn(C2CCCO2)c(=O)n1Cc1c(F)cccc1Cl (configuration not stated),-0.5,-8.1,-3.4,3.4,0.7,1.1,-0.1,-5.3,100.0,-5.2
CCCCCCN=C(C)c1ccccc1O,2.9,-0.8,1.0,-2.3,-0.2,13.6,1.7,-0.1,103.6,0.3
CC(=O)N1CCN(c2ccccc2NC(=O)c2cccc3c(Cl)cccc23)CC1,0.2,8.4,14.7,-6.7,-3.1,-0.7,0.7,3.8,105.5,-6.1
Cc1ccc(NC(=O)[C@H](NC(=O)[C@@H]2Cc3ccccc3CN2)c2ccccc2)cc1,3.4,-3.0,-4.5,-7.3,0.9,-13.6,0.8,4.9,100.0,-6.1
c1ccc(C(c2nnnn2C2CCCC2)N2CCCCCC2)nc1 (configuration not stated),3.8,-2.9,18.9,-1.7,-4.1,-7.7,1.3,-0.5,x,0.5

Screening results deposited in PubChem by several laboratories.

An unsorted share of the library. Share with any hit: about 2.4%.
